# Screening data as filed in PubChem.
# Kir21 block – inhibitors of mouse Kir2.1 inward-rectifier potassium channel; Inward rectifier potassium channel 2 (Mus musculus), P35561; HEK293-Kir2.1, FluxOR thallium flux fluorescence; stronger effect = lower value; B-score at 10 µM; 310,000 compounds, 0.85% hits;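 active means fluorescence ratio B-score at or below minus 3 SD of library scores, with starting-brightness B-score within 2 SD, cut at about -4.2 in these data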;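 further: channel flux triggered by added potassium and thallium sulfate stimulus; B-score of peak minus minimum fluorescence over baseline after thallium stimulus; more negative B-score means stronger Kir2.1 block with less thallium influx; some compounds called inactive have numbers as strong as hits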
# KCNQ2 inh – KCNQ2 potassium channel inhibitors, primary screen, cell-based, CHO-K1, FluxOR thallium flux, B-score (AID 2156); Potassium voltage-gated channel subfamily KQT member 2 (Rattus norvegicus), O88943; 20 min; stronger effect = lower value; 310,000 compounds, 1.1% hits; B-score at 10 µM;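 active means fluorescence ratio B-score at most minus 3 library SDs, with starting brightness B-score within 2 library SDs, cut at about -5.5 in these data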
# Target sequence (O88943 whole entry, looked up): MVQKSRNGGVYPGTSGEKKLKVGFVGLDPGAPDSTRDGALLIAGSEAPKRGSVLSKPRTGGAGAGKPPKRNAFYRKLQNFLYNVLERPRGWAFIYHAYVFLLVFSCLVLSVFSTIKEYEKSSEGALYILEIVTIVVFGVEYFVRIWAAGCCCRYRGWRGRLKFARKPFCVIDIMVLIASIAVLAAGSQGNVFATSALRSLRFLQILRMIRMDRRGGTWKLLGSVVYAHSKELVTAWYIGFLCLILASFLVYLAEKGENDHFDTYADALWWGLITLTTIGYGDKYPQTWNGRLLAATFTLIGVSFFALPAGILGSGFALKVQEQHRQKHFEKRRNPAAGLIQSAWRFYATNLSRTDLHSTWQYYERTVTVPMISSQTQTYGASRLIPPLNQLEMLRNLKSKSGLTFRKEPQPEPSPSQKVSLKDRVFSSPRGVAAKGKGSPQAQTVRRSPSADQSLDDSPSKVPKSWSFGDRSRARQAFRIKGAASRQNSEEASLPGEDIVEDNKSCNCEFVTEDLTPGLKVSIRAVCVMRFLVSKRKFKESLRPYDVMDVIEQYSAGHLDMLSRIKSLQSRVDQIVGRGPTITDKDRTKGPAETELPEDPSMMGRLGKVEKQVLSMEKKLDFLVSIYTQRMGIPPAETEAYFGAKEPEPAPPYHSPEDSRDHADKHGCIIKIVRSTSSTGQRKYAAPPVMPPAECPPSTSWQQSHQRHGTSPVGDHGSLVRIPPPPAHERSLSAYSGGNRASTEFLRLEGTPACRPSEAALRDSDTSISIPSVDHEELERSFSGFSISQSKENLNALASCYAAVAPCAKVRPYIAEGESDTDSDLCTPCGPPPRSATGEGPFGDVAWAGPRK
# The depositor's hits bear a star; i = inactive.
SMILES,Kir21 block,KCNQ2 inh
CCOC(=O)C(=Cc1c[nH]c2ccc(S(=O)(=O)N(C)C)cc12)C(=O)OCC,-0.04,i
CCCn1c2ccccc2c2nnc(SCCN3CCOCC3)nc21,0.53,i
N=C(N)SCc1cn(-c2ccccc2)nc1-c1ccc(Br)cc1,-7*,-12*
O=C(Nc1ccc(Oc2cccnc2)cc1)C1CCN(Cc2ccccc2F)CC1,0.28,i
CC(C)(C)N1C(=O)[C@H]2[C@@H](c3ccc(Br)cc3)N3C(=O)N(c4ccccc4)C(=O)[C@@]3(Cc3ccccc3)[C@H]2C1=O,1.3,i
CC(C)CNC(=O)c1ccccc1NC(=O)CCSc1ccccc1,0.99,i
O=C(OCC(=O)N1CCN(S(=O)(=O)c2ccc(Cl)cc2)CC1)c1cccc(OC(F)F)c1,0.21,i
O=C(NC(=O)c1ccccc1)OCC(F)(F)F,1,i
O=C(Nc1cc(Cl)ccc1-n1cncn1)c1cn2ccccc2n1,0.9,i
Cc1ccccc1CN1C(=O)C2(OCCCO2)c2ccccc21,-2.2,i
Cc1ccc(O)c(NC(=O)c2cc(-c3ccco3)on2)c1,0.47,i
COc1ccc(CCn2c(C)cc(C(=O)CSc3nnc(N)s3)c2C)cc1,0.02,i
COC(=O)N/N=C(C)\C=C\c1ccco1,0.73,i
Clc1ccc2noc(-c3ccccc3)c2c1,0.92,i
Cc1ccc(NC(=O)CSc2nnc(CNC(=O)c3ccccc3F)o2)cc1,0.51,i
Cc1cccc(N2C(=O)CC(N3CCN(c4cccc(C(F)(F)F)c4)CC3)C2=O)c1 (stereo unspecified),0.78,i
CCCC(=O)NC(=S)Nc1cc(-c2nc3ncccc3o2)ccc1C,0.47,i
C=CCn1c(SC/C=C/c2ccccc2)nnc1-c1sc(N)nc1C,-5.7*,i
CC(=O)NC1(c2ccc(F)cc2)CCN(C(=O)Nc2ccc(F)cc2F)CC1,0.08,i
O=C(CNC(=O)c1ccccc1F)N/N=C\C=C\c1ccccc1,1,i
COc1ccc(N2CCN(C(=O)C(OC(C)=O)c3ccccc3)CC2)cc1 (stereo unspecified),0.91,i
CC(=O)Nc1ccc(OCC(=O)NCc2ccccc2)cc1,-0.24,i
O=C(COC(=O)Cc1ccc(Cl)cc1)Nc1cc(S(=O)(=O)N2CCOCC2)ccc1N1CCCC1,1,i
O=C(NCCc1csc(-c2cccnc2)n1)c1ccccc1Br,-1.1,i
Cc1ccccc1S(=O)(=O)Cc1ccc(C(=O)O)o1,-0.69,i
O=C(COCc1cc(-c2ccc3c(c2)OCO3)on1)N1CCN(c2ccccc2)CC1,-0.67,i
COc1ccccc1N1CCN(C(=O)CCC(=O)N2CCN(c3ccccc3OC)CC2)CC1,-0.1,i
CC(CCc1ccccc1)NC(=O)CCNC(=O)Cn1ccc2ccccc2c1=O (stereo unspecified),-0.4,i
CCN(CC)C(=O)C(=O)N/N=C/c1cccs1,1.7,i
Cc1ccccc1OCC(O)CN1C(=O)c2ccccc2C1=O (stereo unspecified),0.14,i
O=C(CCc1nnc2ccc(NCc3ccccc3)nn12)NC1CCCCC1,-0.01,i
OCCC1CN(Cc2cnn(-c3ccccc3Cl)c2)CCN1Cc1ccsc1 (stereo unspecified),0.42,i
NS(=O)(=O)c1ccc(CNC(=O)c2sccc2-c2ccccc2)cc1,0.79,i
Cc1ccccc1NC(=O)Cc1nnc(SCC(=O)c2ccc(Br)cc2)n1C,-0.82,i
Cn1c(=O)cc(C(=O)N/N=C/c2ccc(Cl)cc2)[nH]c1=O,0.02,i
CN(c1ccccc1)c1ccc(/C=N/N2CCOCC2)cc1,-0.01,i
CC(=O)c1cccc(NC(=O)C2CCN(S(=O)(=O)c3ccc(C)cc3)CC2)c1,0.06,i
Cc1nc(N)c(C#N)c(-c2ccccc2Cl)c1C,-1.5,i
O=C(Nc1ccccc1C(=O)N1CCN(CCO)CC1)c1cccc([N+](=O)[O-])c1,-0.83,i
CCOC(=O)c1c(C)oc2ccc(O)c(CN(C)C)c12,0.01,i
Cc1cc(C)n(/N=C/c2ccccc2)c(=O)c1C#N,-0.13,i
O=C(Nc1ccc(N2CCN(Cc3ccccc3F)CC2)cc1)c1ccc([N+](=O)[O-])o1,-0.16,i
COc1ccc(-c2c(-c3ccccc3OC)sc3ccccc23)cc1OC,0.68,i
O=C(O)C(Cc1ccccc1)N1C(=O)c2ccccc2C1=O (stereo unspecified),-2.6,i
Cc1cc(C)c(-c2csc(NC(=O)C3=NN(c4ccccc4)C(=O)CC3)n2)c(C)c1,-0.24,i
CN(C)C(CNC(=O)c1ccc2c(=O)n(-c3ccccc3F)c(=S)[nH]c2c1)Cc1ccccc1 (stereo unspecified),-0.86,i
Cc1[nH]ccc2c1[nH]c1cc(=O)ccc12,2.7,i
O=C(O)c1ccc2c(c1)C(=O)N(C(Cc1ccc(O)cc1)C(=O)O)C2=O (stereo unspecified),0.6,i
O=C(N/N=C/c1cccc([N+](=O)[O-])c1)c1ccc2nc[nH]c2c1,-0.52,i
CCOc1ccc(CCNC(=O)c2ccc(NC3=NC4CS(=O)(=O)CC4S3)cc2)cc1 (stereo unspecified),-0.41,i
COc1ccc(CNC(=O)C2CCCN2S(=O)(=O)c2ccc(Cl)cc2)cc1 (stereo unspecified),0.12,i
CC(C)OCCCNCC(O)c1ccccc1 (stereo unspecified),0.16,i
CC1CCN(CC(=O)Nc2ccccc2Sc2ccccc2)CC1,-1.3,i
COc1ccc(C(=O)Nc2ccnn2C2CCN(C(=O)c3cc(C)on3)CC2)cc1,-0.31,i
COc1ccc(OC)c(CNC(=O)C2CCCN(S(=O)(=O)N3CC(C)CC(C)C3)C2)c1 (stereo unspecified),-0.41,i
Cc1ccc(-c2nc(N)sc2CC(=O)OCC(=O)NC2CCCC(C)C2C)cc1 (stereo unspecified),0.07,i
CC(C)C(C(=O)Nc1nccs1)c1ccc(Cl)cc1 (stereo unspecified),0.88,i
Cc1c(Cl)cccc1NC(=S)NCc1cccs1,0.46,i
CCC(C)(O)c1[nH]c2ccc(C#N)cc2c1C (stereo unspecified),0.9,i
O=C(COC(=O)c1ccccn1)Nc1cccc(Cl)c1,-1.4,i

# Going on with the list.
SMILES,Kir21 block,KCNQ2 inh
Cc1ccc(S(=O)(=O)N2CCCCC2)cc1C(=O)N(C)CCOc1ccccc1,-0.3,i
CCN(CC(=O)NCc1ccc(Cl)cc1)C(=O)CSc1ccc(Br)cc1,-3.6,i
CC(C(=O)N1CCc2ccccc21)N1CCN(c2cccc(C(F)(F)F)c2)CC1 (stereo unspecified),0.24,i
Cc1cccc(OCc2nnc(SCC(=O)OC3CCCCC3)o2)c1,-0.88,i
COc1ccc(CNC(=O)C2(c3ccc(Cl)cc3)CC2)cc1,1.3,i
CCOC(=O)c1ccc(NC(=O)CC2S/C(=N/N=C/c3c[nH]c4ccccc34)NC2=O)cc1 (stereo unspecified),-0.72,i
CNC(C)c1cc(OC)ccc1OC (stereo unspecified),0.6,i
CC(=O)Nc1ccc(NC(=O)C(C)OC(=O)C(C)SCC(=O)Nc2ccc(C)cc2)cc1 (stereo unspecified),0.55,i
Cc1c(Cl)cccc1NC(=O)CC1Sc2ccccc2NC1=O (stereo unspecified),0.43,i
CCOc1ccc(CN(C)C(=O)CNC(=O)c2ccc3ccccc3c2)cc1OC,-0.33,i
Cc1cc2ccccn2c1C(=O)Nc1cccc(Cl)c1,-0.13,i
COc1ccccc1-c1noc(-c2cccs2)n1,-0.11,i
Cc1ccc(C23CC4CC(CC(CC(=O)NC(C)(C)CO)(C4)C2)C3)cc1,0.13,i
CCN1C(=O)[C@@H]2[C@@H](c3ccc(-c4ccc(OC)cc4)cc3)N3CCCC[C@@]3(C(=O)OC)[C@@H]2C1=O,0.05,i
Cc1cccc(N2CCN(C(=O)c3ccc(Cl)c(NC4=NC5CS(=O)(=O)CC5S4)c3)CC2C)c1 (stereo unspecified),0.14,i
O=C(Nc1ccc(-n2ccnc2P(=O)(O)c2ccccc2)cc1)c1ccccc1Br,0.12,i
Cc1cccc(C)c1NC(=S)NN1CCN(C)CC1,2.1,i
Cc1cc(C(=O)CSc2cccc[n+]2[O-])c(C)n1-c1ccc(Br)cc1,-0.75,i
O=C(O/N=C\c1ccc(N2CCCCC2)c([N+](=O)[O-])c1)c1cccc(C(F)(F)F)c1,-1.5,i
Cc1ccc(NC(=S)NCC2CCN(C(C)c3ccccc3)C2)cc1C (stereo unspecified),-0.2,i

# Kir21 block, hit marks shown above.
SMILES,Kir21 block,KCNQ2 inh
N=C(N)SCc1cn(-c2ccccc2)nc1-c1ccc(Br)cc1,-7*,-12*
C=CCn1c(SC/C=C/c2ccccc2)nnc1-c1sc(N)nc1C,-5.7*,i

# Back to the main list; the 5 compounds before the break are reprinted first.
SMILES,Kir21 block,KCNQ2 inh
O=C(Nc1ccc(-n2ccnc2P(=O)(O)c2ccccc2)cc1)c1ccccc1Br,0.12,i
Cc1cccc(C)c1NC(=S)NN1CCN(C)CC1,2.1,i
Cc1cc(C(=O)CSc2cccc[n+]2[O-])c(C)n1-c1ccc(Br)cc1,-0.75,i
O=C(O/N=C\c1ccc(N2CCCCC2)c([N+](=O)[O-])c1)c1cccc(C(F)(F)F)c1,-1.5,i
Cc1ccc(NC(=S)NCC2CCN(C(C)c3ccccc3)C2)cc1C (stereo unspecified),-0.2,i
CCOC(=O)Cn1c(=N)n(CCOc2ccc(Br)cc2)c2ccccc21,-6.4*,i
CCOC(=O)c1cnc2c(C)c(Cl)ccc2c1N1CCOCC1,0.08,i
S=C(NCc1ccncc1)Nc1cccc(Cl)c1,0,i
COC(=O)c1ccc(-c2nn(C)c(=O)c3ccccc23)cc1,0.88,i
S=c1[nH]nc(COc2ccc(Cl)cc2Cl)n1-c1ccccc1,0.19,i
Cc1oc2c(C)c3oc(=O)c4c(c3cc2c1C)CCC4,-0.84,i
COc1ccc(C(=O)NC(=S)N2CCN(c3ccccc3OC)CC2)cc1,-0.04,i
CCOC(=O)c1c(NC(=O)Cc2ccccc2)sc2c1CC(C)(C)NC2(C)C,-1.3,i
Cc1ccc(NC(=O)CSc2nc3c(c(=O)[nH]2)CCC3)cc1C,-0.86,i
COc1cccc(NC(=O)CN(C2=NC3CS(=O)(=O)CC3S2)c2cccc(C)c2)c1 (stereo unspecified),2,i
Cc1ccc(Cn2c(SCC(=O)N(C)C3CCS(=O)(=O)C3)nc3ccccc3c2=O)cc1 (stereo unspecified),0.6,i
Nc1cc2sc(-c3ccc(C(=O)O)cc3)nc2cc1Cl,0,i
CN(CCN1CCOCC1)C(=O)CC1C(=O)NCCN1Cc1ccccc1C(F)(F)F (stereo unspecified),-0.01,i
Cc1ccc(OCCN2C(=O)OC(C)(C)C2(C)O)cc1 (stereo unspecified),0.65,i
COc1ccc(NC(=O)CS(=O)CC(=O)Nc2ccc(OC)c(OC)c2)cc1 (stereo unspecified),-1.4,i
N#CCCN(Cc1cccnc1)C(=S)NC1CC2C=CC1C2 (stereo unspecified),-2.1,i
Cc1ccc(C(=O)N2CC(=O)NC(=O)C2)cc1,-0.07,i
CN(C)CCCNc1ncnc2scc(-c3ccccc3)c12,-0.71,i
Clc1ccc(Cn2c(-c3cccnc3Cl)nc3ccccc32)c(Cl)c1,0.78,i
Cc1cccc(SCc2noc(C(=O)NC(C)C)c2C(=O)O)c1,-0.03,i
O=C(O)c1cccc(N(CCO)CCO)c1,-1.4,i
COc1ccc(CNCC(O)(c2ccccc2)c2ccc(F)cc2)cc1 (stereo unspecified),-7*,i
O=S(=O)(c1ccccc1)N1N=C(c2cccs2)CC1c1cccc(O)c1 (stereo unspecified),-0.71,i
Cc1cc(C(=O)CSc2nnc(N)s2)c(C)n1Cc1cccs1,0.73,i
CCSc1nnc2c(n1)OC1(CCCC1)Nc1ccccc1-2,-0.18,i
Cc1oc2c(c1C(=O)NCc1ccccc1)CCCC2,0.69,i
COc1cc(/C=N/NC(=O)C2C3CCCCC32C)cc(Br)c1O (stereo unspecified),-0.76,i
COC(=O)COc1ccc(S(=O)(=O)N2CCN(c3ccccc3)CC2)cc1,1.6,i
COc1ccc(/C(C)=N/NC(=S)NCCc2ccccc2)c(O)c1,0.36,i
CC(C)C(CCNC(=O)CC(Cc1ccccc1)c1ccco1)c1ccco1 (stereo unspecified),-3.1,-14*
Cc1ccc(CSC2=NCCN2C(=O)C(C)Oc2ccccc2)cc1 (stereo unspecified),-0.13,i
COc1ccc(OC)c(NC(=O)C(=O)N/N=C/c2ccccc2[N+](=O)[O-])c1,-0.23,i
CC(C)CCn1nnnc1C(c1ccccc1)N1CCC(C(N)=O)CC1 (stereo unspecified),1.2,i
COc1ccccc1N1C(=O)CC(Sc2ccccc2N)C1=O (stereo unspecified),0.33,i
Cc1oc(-c2cccc(Cl)c2)nc1CN1CCC(C(=O)NCc2cccnc2)CC1,0,i
O=C(/C=C/c1ccc(Cl)cc1)NCc1ccncc1,-0.17,i
Cc1cc(C)n(-c2ccc(C(=O)Nc3ccc(S(=O)(=O)N(C)C)cc3)cc2)n1,0.52,i
O=C(C1CC1)N1CCN=C1SCc1cccc(C(F)(F)F)c1,0.88,i
Cc1cc(-n2nc(C)cc2C)n2nc(C)c(-c3ccccc3)c2n1,0.03,i

# Whole records from above. Values in the order: Kir21 block | KCNQ2 inh
# Cc1oc(-c2cccc(Cl)c2)nc1CN1CCC(C(=O)NCc2cccnc2)CC1 reads 0 | i
# COc1ccc(/C(C)=N/NC(=S)NCCc2ccccc2)c(O)c1 reads 0.36 | i
# Cc1cc(-n2nc(C)cc2C)n2nc(C)c(-c3ccccc3)c2n1 reads 0.03 | i
# O=C(C1CC1)N1CCN=C1SCc1cccc(C(F)(F)F)c1 reads 0.88 | i
# COC(=O)COc1ccc(S(=O)(=O)N2CCN(c3ccccc3)CC2)cc1 reads 1.6 | i

# Hits appear at their usual frequency. Share with any hit: about 1.9%.
